p-CIP stab down = p/CIP-EGFP fusion destabilizers, primary screen, fluorescence, F442A cells | Q05BA5 | 16 h | decrease of EGFP signal, % at 10 µM | hit rate 0.01% among 290,000 | AID 1984, 2009;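 active means EGFP signal decrease of at least 30% at 10 µM or well 3 SD below plate mean, unless failing retest; inactive means the rest, including hits failing retest or dose response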; further: some compounds called inactive have numbers as strong as hits; many of its hits are not listed in these tables
MEKK3 PB1 HTS = modulators of MEKK3-MEK5 PB1 binding, primary screen, biochemical, wildtype MEKK3, multiplex bead flow cytometry, Alexa488-MEK5; Mitogen-activated protein kinase kinase kinase 3 (Homo sapiens), Q99759; bead-based flow cytometry, Alexa488-MEK5 binding to MEKK3; actives lie on both sides; 0 = blocked by unlabeled MEK5, 100 = vehicle; binding response (% of control), % at 10 µM; hit rate 1.4% among 290,000;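 active means binding response more than 3 SD above or below the average of its plate-row segment, actives on both sides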;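 further: Alexa488 bead fluorescence after subtracting the streptavidin-only scavenger bead signal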
Target sequence (Q99759 whole entry, looked up): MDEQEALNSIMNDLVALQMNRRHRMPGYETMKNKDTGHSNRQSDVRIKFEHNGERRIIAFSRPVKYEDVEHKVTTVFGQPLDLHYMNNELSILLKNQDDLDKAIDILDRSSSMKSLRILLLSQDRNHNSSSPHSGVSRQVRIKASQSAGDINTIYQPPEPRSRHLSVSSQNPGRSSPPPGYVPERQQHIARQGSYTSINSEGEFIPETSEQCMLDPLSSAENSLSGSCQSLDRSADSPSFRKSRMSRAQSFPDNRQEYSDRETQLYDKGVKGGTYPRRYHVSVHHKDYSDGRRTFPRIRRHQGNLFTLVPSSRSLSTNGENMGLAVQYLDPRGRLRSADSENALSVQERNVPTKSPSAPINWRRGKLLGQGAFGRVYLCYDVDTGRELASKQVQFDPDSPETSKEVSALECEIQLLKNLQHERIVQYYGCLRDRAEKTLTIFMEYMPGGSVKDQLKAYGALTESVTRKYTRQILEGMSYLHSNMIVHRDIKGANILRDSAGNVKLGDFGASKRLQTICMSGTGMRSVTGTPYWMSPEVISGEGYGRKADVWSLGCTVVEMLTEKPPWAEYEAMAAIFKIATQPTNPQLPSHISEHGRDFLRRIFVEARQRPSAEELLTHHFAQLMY
IDE cell activ = human IDE activators in live cells, primary screen, fluorescence polarization, HEK cells, FAbeta-B substrate. FAbeta-B cleavage; 0% vehicle, 100% cell-free pure enzyme wells. activation, % at 5.96 µM. hit rate 0.073% among 340,000. AID 493087, 2011;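 active means activation above the mean of all tested compounds plus 3 SD, set per screening campaign, cut at about 17% in these data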
IMP-1 inh = IMP-1 metallo-beta-lactamase inhibitors, primary screen, biochemical, epi-absorbance readout, Pseudomonas aeruginosa enzyme; inhibition, % at 5.6 µM; hit rate 0.45% among 290,000; AID 1556, 2009; purified IMP-1, nitrocefin hydrolysis, epi-absorbance fluorescence; metallo-beta-lactamase IMP-1 (Pseudomonas aeruginosa);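 active means inhibition above the mean plus 3 SD of all compounds in the same screening run, cut at about 4.5% in these data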;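 further: 0% = IMP-1 with DMSO and 100% = DMSO wells lacking enzyme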
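Test system: recombinant IMP-1 enzyme, purified / Medium: HEPES buffer pH 7.1 with ZnSO4 and Brij 35 / Doses: single dose, 5.6 µM / Times: 25 °C, 15 min preincubation, 25 min reaction / Detection: Epi-absorbance via hydrolysed-nitrocefin quenching of white-plate fluorescence, 480/530 nm, EDTA stop / Evaluation: percent inhibition from optical density relative to buffer-blank wells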
PHOSPHO1 block = PubChem AID 1565. recombinant PHOSPHO1, absorbance phosphatase assay. hit rate 1.1% among 290,000. Phosphoethanolamine/phosphocholine phosphatase (Homo sapiens), Q8TCT1. inhibition, % at 13.3 µM; in the data active means inhibition above about 60%
Target sequence (Q8TCT1 whole entry, looked up): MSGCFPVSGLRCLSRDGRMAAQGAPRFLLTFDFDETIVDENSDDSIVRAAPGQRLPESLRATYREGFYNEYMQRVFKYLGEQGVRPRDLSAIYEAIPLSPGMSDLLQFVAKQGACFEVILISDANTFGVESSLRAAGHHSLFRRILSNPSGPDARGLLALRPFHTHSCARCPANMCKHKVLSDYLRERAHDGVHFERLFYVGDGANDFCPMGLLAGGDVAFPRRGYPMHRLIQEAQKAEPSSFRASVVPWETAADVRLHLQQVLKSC
HCV NS3 hel inh = inhibitors of HCV NS3 helicase, primary screen, biochemical, Cy5 molecular beacon fluorescence. NS3 helicase DNA unwinding. AID 1800, 2009. hit rate 0.56% among 290,000. inhibition, % at 10.9 µM;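 active means inhibition above the mean of all tested compounds plus 3 SD, set per campaign, cut at about 35% in these data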;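 further: 0% = DMSO wells and 100% = thioflavine S control wells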
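test system = hepatitis C virus NS3 helicase domain fragment enzyme | reagent = annealed dual-labelled DNA beacon duplex, ATP-started | times = 1 h at 25 °C | detection = Cy5 fluorescence, 0 and 60 min reads | read-out basis = percent inhibition from t60/t0 fluorescence ratio | control set = DMSO and thioflavine S | replication = one well per compound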
SUMO HTRF inh = inhibitors of in vitro SUMOylation cascade, primary screen, biochemical, HTRF, uHTS; SUMO-conjugating enzyme UBC9 (Homo sapiens), P63279; HTRF SUMOylation assay, SAE1/SAE2 + UBC9; hit rate 0.36% among 290,000; AID 2006, 2009; inhibition, % at 35 µM; in the data active means inhibition above about 50%, passing the limit was not always enough; further: strong numbers were not always called active
Target sequence (P63279 whole entry, looked up): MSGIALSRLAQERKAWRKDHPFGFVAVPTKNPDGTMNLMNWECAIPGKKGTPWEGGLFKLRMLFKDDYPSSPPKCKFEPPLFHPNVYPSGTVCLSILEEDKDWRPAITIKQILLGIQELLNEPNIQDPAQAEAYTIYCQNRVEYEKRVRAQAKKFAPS
DNA FID counter = compounds displacing fluorescent DNA intercalator, primary screen, artefact control for HCV NS3 helicase inhibitor project, biochemical, FID fluorescence; inhibition, % at 7.9 µM; AID 1845, 2009; hit rate 0.17% among 290,000; DNA fluorescent intercalator displacement; in the data active means inhibition above about 37%;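 further: 0% = vehicle and 100% = reference compound; higher means more ethidium bromide displaced from hairpin DNA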
VIM-2 inhibitor = VIM-2 metallo-beta-lactamase inhibitors, primary screen, biochemical, epi-absorbance readout, Pseudomonas aeruginosa enzyme. purified VIM-2, nitrocefin hydrolysis, epi-absorbance fluorescence. hit rate 0.89% among 290,000. inhibition, % at 5.6 µM. AID 1527, 2009;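 active means inhibition above the mean of all tested compounds plus 3 SD, cutoff set per screening run, cut at about 7.5% in these data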;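 further: red hydrolysis product quenches plate fluorescence so inhibitors raise well fluorescence; 0% = enzyme with DMSO and 100% = DMSO without enzyme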
Active calls of the source: *. An excerpt; count on the stated rates, not on these rows.

Results for O=C(C1CC(c2ccccc2O)=NO1)N1CCCCC1 (stereo unspecified) ?
p-CIP stab down: 3; MEKK3 PB1 HTS: 102; IDE cell activ: 0; IMP-1 inh: -4.0; PHOSPHO1 block: -11; HCV NS3 hel inh: 5; SUMO HTRF inh: 16; DNA FID counter: -5; VIM-2 inhibitor: -2.2

What do the screens show for `O=C(Nc1ccccc1F)c1ccn[nH]1`?
p-CIP stab down: 4; MEKK3 PB1 HTS: 95; IDE cell activ: 5; IMP-1 inh: -2.0; PHOSPHO1 block: 2; HCV NS3 hel inh: 13; SUMO HTRF inh: 16; DNA FID counter: -2; VIM-2 inhibitor: -3.4

What do the screens show for `C=CCN(Cc1ccco1)S(=O)(=O)c1ccc(Cl)cc1`?
p-CIP stab down: -9; MEKK3 PB1 HTS: 105; IDE cell activ: 2; IMP-1 inh: -3.5; PHOSPHO1 block: 48; HCV NS3 hel inh: 13; SUMO HTRF inh: 11; DNA FID counter: -13; VIM-2 inhibitor: -3.2

What do the screens show for `NC(=S)N/N=C/c1ccc(-c2cc(Cl)c(Cl)cc2Cl)o1`?
p-CIP stab down: -6; MEKK3 PB1 HTS: 101; IDE cell activ: 6; IMP-1 inh: -3.0; PHOSPHO1 block: 13; HCV NS3 hel inh: 4; SUMO HTRF inh: 40; DNA FID counter: -1; VIM-2 inhibitor: -3.0

Results for COc1cccc(-c2cc(C(=O)NCc3ccc(Cl)cc3)no2)c1 ?
p-CIP stab down: -8; MEKK3 PB1 HTS: 98; IDE cell activ: -2; IMP-1 inh: -7.7; PHOSPHO1 block: 0; HCV NS3 hel inh: 15; SUMO HTRF inh: 15; DNA FID counter: -3; VIM-2 inhibitor: -1.1

What do the screens show for `C/C(=N\OC(=O)NC(C)C)c1sc(-c2ccccc2)nc1C`?
p-CIP stab down: 13; MEKK3 PB1 HTS: 106; IDE cell activ: 4; IMP-1 inh: -0.6; PHOSPHO1 block: -6; HCV NS3 hel inh: -1; SUMO HTRF inh: 8; DNA FID counter: -22; VIM-2 inhibitor: -2.6

Results for CC(C)NC(=S)N=Nc1c(O)[nH]c2ccc(C(C)C)cc12 ?
p-CIP stab down: 2; MEKK3 PB1 HTS: 103; IDE cell activ: 0; IMP-1 inh: -0.9; PHOSPHO1 block: -2; HCV NS3 hel inh: 0; SUMO HTRF inh: -17; DNA FID counter: -4; VIM-2 inhibitor: 0.1

What do the screens show for `CC(/C=N/n1c(-c2cccnc2)n[nH]c1=S)=C\c1ccco1`?
p-CIP stab down: -13; MEKK3 PB1 HTS: 89; IDE cell activ: -6; IMP-1 inh: 1.0; PHOSPHO1 block: -147; HCV NS3 hel inh: 13; SUMO HTRF inh: 27; DNA FID counter: -20; VIM-2 inhibitor: 6.3

Results for CCOc1cc(C(=O)Nc2ccc3c(c2)OCO3)ccc1OCCOc1ccccc1Cl ?
p-CIP stab down: -14; MEKK3 PB1 HTS: 98; IDE cell activ: 2; IMP-1 inh: -3.6; PHOSPHO1 block: -2; HCV NS3 hel inh: 0; SUMO HTRF inh: 10; DNA FID counter: -1; VIM-2 inhibitor: -3.9

Results for O=C(Nc1cccnc1N1CCOCC1)c1cc2ccccc2oc1=O ?
p-CIP stab down: -11; IDE cell activ: 1; PHOSPHO1 block: -18; SUMO HTRF inh: 15

Results for CN1C(=O)N(C)C2C1N(C)S(=O)(=O)N2C (stereo unspecified) ?
p-CIP stab down: 3; MEKK3 PB1 HTS: 105; IDE cell activ: 5; IMP-1 inh: -1.9; PHOSPHO1 block: -6; HCV NS3 hel inh: 1; SUMO HTRF inh: -6; DNA FID counter: -1; VIM-2 inhibitor: -0.6

Results for O=C(Nc1nnc(-c2ccc(Cl)cc2)o1)Nc1ccccc1F ?
p-CIP stab down: -1; MEKK3 PB1 HTS: 107; IDE cell activ: 3; IMP-1 inh: -2.7; PHOSPHO1 block: 20; HCV NS3 hel inh: 7; SUMO HTRF inh: 20; DNA FID counter: -1; VIM-2 inhibitor: -2.4

What do the screens show for `CCOc1ccccc1C(=O)NC1CC2CCCC(C1)N2Cc1ccc(C)cc1` (stereo unspecified)?
p-CIP stab down: -9; MEKK3 PB1 HTS: 101; IDE cell activ: -1; IMP-1 inh: -3.0; PHOSPHO1 block: 40; HCV NS3 hel inh: -1; SUMO HTRF inh: 9; DNA FID counter: 11; VIM-2 inhibitor: -1.2

What do the screens show for `COc1cccc(/C=N/NC(=S)NCCc2ccccc2)c1`?
p-CIP stab down: -6; MEKK3 PB1 HTS: 99; IDE cell activ: 5; IMP-1 inh: -2.8; PHOSPHO1 block: -104; HCV NS3 hel inh: -7; SUMO HTRF inh: -15; DNA FID counter: -27; VIM-2 inhibitor: -1.7

Results for CCOc1ccccc1C(=O)N/N=C/c1coc2ccc(Cl)cc2c1=O ?
p-CIP stab down: -15; MEKK3 PB1 HTS: 105; IDE cell activ: -1; IMP-1 inh: 3.3; PHOSPHO1 block: 47; HCV NS3 hel inh: 0; SUMO HTRF inh: 10; DNA FID counter: -8; VIM-2 inhibitor: -6.0

How did Cc1cc(=O)n2nc(N3CCCC(C(=O)Nc4ccc(C)c(C)c4)C3)sc2n1 (stereo unspecified) do in these assays?
p-CIP stab down: -8; MEKK3 PB1 HTS: 101; IDE cell activ: 2; IMP-1 inh: -1.5; PHOSPHO1 block: 23; HCV NS3 hel inh: 22; SUMO HTRF inh: 3; DNA FID counter: -31; VIM-2 inhibitor: -2.2

How did CCCCNC(=O)c1ccc(/C=C2\Oc3ccccc3N(C)C2=O)cc1 do in these assays?
p-CIP stab down: 2; MEKK3 PB1 HTS: 96; IDE cell activ: 4; IMP-1 inh: -1.0; PHOSPHO1 block: 26; HCV NS3 hel inh: -5; SUMO HTRF inh: 14; DNA FID counter: -9; VIM-2 inhibitor: -1.1

Results for O=C(NNc1ccc(O)cc1)c1ccc(Br)cc1 ?
p-CIP stab down: 1; MEKK3 PB1 HTS: 106; IDE cell activ: 2; IMP-1 inh: -1.0; PHOSPHO1 block: 38; HCV NS3 hel inh: 2; SUMO HTRF inh: 2; DNA FID counter: -2; VIM-2 inhibitor: 0.0

How did CCc1ccc2nc(N(CCCN(C)C)C(=O)c3ccc4c(c3)OCCO4)sc2c1 do in these assays?
p-CIP stab down: -1; MEKK3 PB1 HTS: 95; IDE cell activ: 4; IMP-1 inh: 0.8; PHOSPHO1 block: 53; HCV NS3 hel inh: -44; SUMO HTRF inh: 0; DNA FID counter: 28; VIM-2 inhibitor: -0.6

Results for Cc1nn(S(=O)(=O)c2ccc(C(C)(C)C)cc2)c(C)c1S(=O)(=O)N1CCOCC1 ?
p-CIP stab down: 0; MEKK3 PB1 HTS: 104; IDE cell activ: -2; IMP-1 inh: -0.9; PHOSPHO1 block: 40; HCV NS3 hel inh: 4; SUMO HTRF inh: 8; DNA FID counter: 4; VIM-2 inhibitor: -1.6

What do the screens show for `Cc1ccc(NC(=O)CN2C(=O)S/C(=C\c3ccc(OCC(=O)O)c(Br)c3)C2=O)cc1`?
p-CIP stab down: 0; MEKK3 PB1 HTS: 99; IDE cell activ: 5; IMP-1 inh: -0.1; PHOSPHO1 block: 5; HCV NS3 hel inh: 19; SUMO HTRF inh: 11; DNA FID counter: 17; VIM-2 inhibitor: 6.4

What do the screens show for `Cn1c(=O)[nH]c(=O)c2c1nc(Br)n2Cc1cccc(Br)c1`?
p-CIP stab down: -1; MEKK3 PB1 HTS: 105; IDE cell activ: 0; IMP-1 inh: -0.9; PHOSPHO1 block: -50; HCV NS3 hel inh: -2; SUMO HTRF inh: -4; DNA FID counter: -18; VIM-2 inhibitor: 0.8

How did N/C(CC(=O)NCCOc1ccccc1)=N\O do in these assays?
p-CIP stab down: 7; MEKK3 PB1 HTS: 102; IDE cell activ: 1; IMP-1 inh: -3.4; PHOSPHO1 block: -36; HCV NS3 hel inh: 11; SUMO HTRF inh: 0; DNA FID counter: -3; VIM-2 inhibitor: -4.4

How did CCn1c2ccccc2c2cc(CC(N)=O)ccc21 do in these assays?
p-CIP stab down: 1; MEKK3 PB1 HTS: 88; IDE cell activ: 3; IMP-1 inh: -1.9; PHOSPHO1 block: 35; HCV NS3 hel inh: 5; SUMO HTRF inh: 8; DNA FID counter: -2; VIM-2 inhibitor: -2.4

How did COc1cccc(/C=N/NC(=O)c2c(-c3ccccc3)noc2C)c1OC do in these assays?
p-CIP stab down: -12; MEKK3 PB1 HTS: 106; IDE cell activ: -3; IMP-1 inh: -1.8; PHOSPHO1 block: 35; HCV NS3 hel inh: -1; SUMO HTRF inh: 21; DNA FID counter: -29; VIM-2 inhibitor: -0.2

What do the screens show for `CCOC(=O)C(C)Oc1cccc2c(=O)n(CC(=O)Nc3cccc(OC)c3)ccc12` (stereo unspecified)?
p-CIP stab down: 6; MEKK3 PB1 HTS: 114; IDE cell activ: 1; IMP-1 inh: -4.2; PHOSPHO1 block: 30; HCV NS3 hel inh: -8; SUMO HTRF inh: 7; DNA FID counter: -27; VIM-2 inhibitor: -4.1

Results for CC1Cn2c(nc(=O)c3c2NCN(CCc2ccccc2)C3)S1 (stereo unspecified) ?
p-CIP stab down: -2; MEKK3 PB1 HTS: 68; IDE cell activ: 2; IMP-1 inh: -2.1; PHOSPHO1 block: 3; HCV NS3 hel inh: 2; SUMO HTRF inh: 21; DNA FID counter: -18; VIM-2 inhibitor: 1.4

Results for CC(C)C(=O)Nc1ccc2c(c1)nc1n2CCSC1 ?
p-CIP stab down: -4; MEKK3 PB1 HTS: 101; IDE cell activ: 1; IMP-1 inh: -0.8; PHOSPHO1 block: 7; HCV NS3 hel inh: 0; SUMO HTRF inh: 13; DNA FID counter: 2; VIM-2 inhibitor: -0.6

What do the screens show for `NS(=O)(=O)c1ccc(N/C=C\C(=O)c2cccc3ccccc23)cc1`?
p-CIP stab down: 2; MEKK3 PB1 HTS: 118; IDE cell activ: 3; IMP-1 inh: -2.8; PHOSPHO1 block: -14; HCV NS3 hel inh: 18; SUMO HTRF inh: 4; DNA FID counter: -13; VIM-2 inhibitor: -4.3

What do the screens show for `O=[N+]([O-])c1ccc(COc2ccccc2/C=N/O)cc1`?
p-CIP stab down: 8; MEKK3 PB1 HTS: 80; IDE cell activ: 0; IMP-1 inh: 0.8; PHOSPHO1 block: 0; HCV NS3 hel inh: -10; SUMO HTRF inh: -8; DNA FID counter: 7; VIM-2 inhibitor: 1.2
